# NPY2 pot ag = NPY-Y2 potentiators or agonists, primary screen, cell-based; AID 1359, 2008; cells expressing NPY-Y2, potentiator/agonist read-out; 220,000 tested, 0.45% active; activation, % at 3.6 µM; in the data active = activation above about 27%;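 note: cells stimulated with NPY near EC25 plus isoproterenol at EC100; 0% = vehicle plus submaximal agonist and 100% = vehicle plus saturating agonist; some results beyond the cut were filed as inactive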
# Target sequence (P49146 whole entry, looked up): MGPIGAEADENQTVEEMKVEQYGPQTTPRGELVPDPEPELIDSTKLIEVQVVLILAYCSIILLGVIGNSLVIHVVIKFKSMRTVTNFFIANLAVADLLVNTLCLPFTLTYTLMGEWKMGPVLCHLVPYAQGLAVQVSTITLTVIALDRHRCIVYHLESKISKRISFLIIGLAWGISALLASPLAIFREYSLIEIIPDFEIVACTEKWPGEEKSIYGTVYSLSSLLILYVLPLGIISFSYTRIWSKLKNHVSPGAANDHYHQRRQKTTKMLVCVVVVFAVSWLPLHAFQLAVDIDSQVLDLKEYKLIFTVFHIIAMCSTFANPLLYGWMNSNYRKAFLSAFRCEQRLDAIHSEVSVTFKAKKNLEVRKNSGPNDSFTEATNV
# TRPML3 agonist = human TRPML3 channel agonists, primary screen, cell-based, HEK293 TRPML3-YFP, Fluo-8 calcium fluorescence, 3 µM; Mucolipin-3 (Homo sapiens), Q8TDD5; 100% = the carbachol control signal; activation, % at 3 µM; 220,000 tested, 0.29% active;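 active = activation above its plate's cutoff, the mean activation of the plate's test wells plus 3 SD, cut at about 12% in these data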;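 note: 0% = DMSO only wells and 100% = carbachol wells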
#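 Test system: HEK293 cells stably carrying human TRPML3-YFP; Doses: single dose, 3 µM final nominal compound, 0.3% DMSO final; Schedule: dye loading 1 h 37 °C then 30 min ambient, 125 s read; Technique: Fluo-8 calcium fluorescence; Benchmarks: high control carbachol 87 µM, low control DMSO.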
# NPY1 pot ag = NPY-Y1 receptor potentiators or agonists, primary screen, cell-based; NPY-Y1 expressing cells, potentiator/agonist activation; 220,000 tested, 0.37% active; Neuropeptide Y receptor type 1 (Homo sapiens), P25929; activation, % at 3.6 µM; in the data active = activation above about 33%, passing the limit was not always enough;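 note: cells stimulated with NPY at EC10 then isoproterenol at EC100; 0% = low agonist plus stimulus and 100% = saturating agonist plus stimulus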
# CHOP inh = inhibitors of CHOP promoter induction, primary screen, cell-based, unfolded protein response, luciferase reporter | 220,000 tested, 3.8% active | CHO-K1 CHOP-promoter luciferase, tunicamycin-induced, 15-18 h | inhibition, % at 10 µM;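 active = compounds that reduced the stress-induced luciferase reporter signal by more than about 70% of percent inhibition, limit read from the data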;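 note: 0% = tunicamycin plus vehicle and 100% = wells without tunicamycin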
# S1P4 ag = S1P4 receptor agonists, primary screen, cell-based; Sphingosine 1-phosphate receptor 4 (Homo sapiens), O95977; S1P4-expressing cell line, agonist reporter assay; activation, % at 4.98 µM; 220,000 tested, 0.35% active; AID 1509, 2009; in the data active = activation above about 11%;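 note: 0% = DMSO vehicle and 100% = reference agonist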
# NPY-Y1 antag = NPY-Y1 receptor antagonists, primary screen, cell-based | HEK293-CNG Y1 cells, membrane potential fluorescence; NPY at EC95, then isoproterenol | inhibition, % at 3.6 µM | 200,000 tested, 1% active | AID 1040, 2008;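 active = inhibition above the campaign mean inhibition of all tested compounds plus 3 SD, cut at about 20% in these data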;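 note: 0% = DMSO wells given NPY plus isoproterenol and 100% = isoproterenol alone without NPY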
#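 Material: HEK293 Y1/CNG channel cell line | Also added: NPY (25 nM), isoproterenol (1 µM), Ro 20-1724 (25 µM) | Compound: One concentration, 3.6 µM, in 0.4% DMSO | Schedule: 3 h dye uptake, 1 h room-temperature compound, 45 min post-isoproterenol | Signal: Membrane-potential fluorescent dye readout | Read-out: % inhibition of NPY effect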
# EP2 modulator = EP2 receptor modulators, cAMP readout, primary screen, cell-based, HTRF cAMP, PGE2 stimulation; AID 940, 2007; Prostaglandin E2 receptor EP2 subtype (Homo sapiens), P43116; EP2-expressing cells, cAMP HTRF FRET, PGE2 co-stimulation; 260,000 tested, 0.83% active; induction, % at 25 µM;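 active = compounds whose cAMP rise, as percent of the full-agonist control response, exceeds 60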;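 note: rat C6 glioma line stably carrying human EP2 under a CMV promoter; the protocol text gives 20 µM as final concentration; 100% = response of wells given 1 µM PGE2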
# Target sequence (P43116 whole entry, looked up): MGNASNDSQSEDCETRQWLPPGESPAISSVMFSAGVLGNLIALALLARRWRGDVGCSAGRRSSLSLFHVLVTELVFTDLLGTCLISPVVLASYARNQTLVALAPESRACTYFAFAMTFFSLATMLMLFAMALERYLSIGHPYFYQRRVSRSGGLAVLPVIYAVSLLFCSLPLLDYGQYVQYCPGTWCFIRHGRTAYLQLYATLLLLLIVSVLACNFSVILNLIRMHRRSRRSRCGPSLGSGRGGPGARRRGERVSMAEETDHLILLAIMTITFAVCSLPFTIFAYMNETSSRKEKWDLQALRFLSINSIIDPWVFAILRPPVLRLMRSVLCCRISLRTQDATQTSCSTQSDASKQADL
# TRPN1 ag = zebrafish TRPN1 channel agonists, primary screen, cell-based, HEK293, calcium fluorescence; HEK293 zebrafish TRPN1-YFP, Fluo-8 calcium fluorescence; 100% = response to 87 µM carbachol; activation, % at 3 µM; 220,000 tested, 0.18% active; AID 1424, 2008;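 active = activation above its plate's cutoff, the mean activation of test wells on that plate plus 3 SD, cut at about 19% in these data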;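 note: 0% = DMSO alone and 100% = 87 µM carbachol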
#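 Material – zebrafish TRPN1-YFP in HEK293 cells · Doses – 3 µM single point · Schedule – dye 1 h 37 °C plus 30 min RT · Signal – Fluo-8 calcium fluorescence, excitation 470-495 nm, emission 515-575 nm · Read-out – % activation versus carbachol response · Control set – carbachol high, DMSO low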
# S1P4 antagonist = S1P4 receptor antagonists, primary screen, cell-based; inhibition, % at 4.98 µM; S1P4-expressing cells, antagonist mode, reporter read-out; Sphingosine 1-phosphate receptor 4 (Homo sapiens), O95977; 220,000 tested, 0.26% active; in the data active = inhibition above about 29%;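 note: 0% = wells stimulated with agonist and 100% = vehicle wells without agonist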
# Starred values were filed as active, the others as inactive; i = inactive; . = no result given; & = joins results of further samples.
mol,NPY2 pot ag,TRPML3 agonist,NPY1 pot ag,CHOP inh,S1P4 ag,NPY-Y1 antag,EP2 modulator,TRPN1 ag,S1P4 antagonist
Cc1cccc(N/C(N)=N/c2nc(C(F)(F)F)cc(=O)[nH]2)c1C,15.1,0.9,18.1,-10.2,0.8,-3.5,5.0,-0.1,7.9
Cc1ccc(SCC(=O)N(Cc2nc(-c3ccccc3)no2)C(C)C)cc1,-14.5,-0.6,-36.2,55.3,3.4,3.8,10.3,-0.7,-26.8
Cc1nnc(SCc2cc(=O)[nH]c(/N=C(\N)Nc3ccccc3)n2)s1,-16.1,-0.3,14.8,3.3,1.2,.,6.4,-0.8,6.9
CCOC(=O)C1=C(C)N(C)C(=O)NC1c1c(C)nn(-c2ccccc2)c1C (stereo not drawn),2.6,0.7,-2.7,3.3,3.0,-1.2,21.2,1.7,-1.2
NC(=O)C1CCN(CC(=O)Nc2ccccc2Sc2ccccc2)CC1,2.1,0.5,-19.3,21.6,-0.2,4.3,2.6,-0.5,1.7
COc1ccc(-c2nnc(Sc3nc4ccccc4o3)c3ccccc23)cc1,-2.3,-0.1,-22.1,i,1.6,3.3,17.4,-0.5,10.7
Cc1ccc(N(CC(=O)N2CCOCC2)S(C)(=O)=O)cc1,-2.0,0.3,15.0,1.1,1.1,-0.2,-16.6,0.1,2.3
CCC(C)NC(=O)c1ccccc1C(=O)NC(C)CC (stereo not drawn),2.7,0.5,-3.7,40.6,-1.5,-3.2,4.4,-0.7,-7.6
Cc1nc2cc(N3CCCCC3)c(NC(=O)c3cccnc3)cc2c(=O)n1Cc1ccccc1,-26.0,-0.6,-77.4,25.7,-0.6,23.0*,21.9&30.3,-1.2,7.1
COc1ccc(COCC(CC(C)C)N2CCN(C(=O)c3cccc(C(F)(F)F)c3)CCC2=O)cc1 (stereo not drawn),-0.9,-0.4,-18.0,4.0,1.5,11.7,25.6,-0.9,-8.3
CC(=O)Nc1ccc(NC(=O)CCn2cnnn2)cc1,2.1,0.6,8.5,6.7,-0.1,-2.9,-10.9,1.1,-3.6
COc1ccc(CC(=O)Nc2ccc(S(=O)(=O)Nc3cc(C)on3)cc2)cc1OC,1.5,0.8,-13.5,19.0,-1.0,-0.3,23.2,0.3,-5.7
CCOc1cc(NC(=S)NCC(C)C)c(OCC)cc1NC(=O)c1ccco1,5.4,0.8,-15.5,17.2,0.9,8.9,0.0,0.4,-5.6
COc1cc(-c2nn3c(COc4ccccc4)nnc3s2)cc(OC)c1OC,-13.8,1.0,-2.1,-3.9,0.0,0.2,8.6,-0.1,5.2
CCOc1ccc(C(=O)N[C@H](C(=O)Nc2cccc(S(=O)(=O)N3CCCCC3)c2)C(C)C)cc1,2.2,0.4,-1.6,84.5*,-0.5,2.5,-9.6,1.2,-7.6
COC(=O)CN(c1ccccc1F)S(=O)(=O)c1ccc(C)cc1,-5.3,-0.4,13.1,45.8,1.0,0.4,38.9,-2.0,-23.8
CCOC(=O)c1cnc(-n2nc(C)cc2C)nc1NNc1nc(-c2ccccc2)cc(-c2ccccc2)n1,22.7,1.0,-9.8,65.4,10.2,-3.6,37.1,0.7,-20.7
CC1c2ccsc2CCN1C(=O)NC(=O)c1ccc(Cl)cc1 (stereo not drawn),-11.2,-0.1,-8.2,16.6,-0.5,.,22.2,1.0,0.8
CCNC(=O)c1ccccc1NC(=O)c1cccc(S(=O)(=O)N2CCC(C)CC2)c1,-20.0,1.7,-30.1,40.2,-0.5,-5.7,-4.4,-0.1,-7.7
Cc1[nH]nc2c1C(CC(C)C)C(C#N)=C(N)O2 (stereo not drawn),-9.9,-0.5,17.5,3.6,-2.5,.,0.7,-0.5,4.9
CC1CCN(CCOCCSc2ccc(Cl)cc2)CC1,-14.7,0.5,-14.3,10.8,-0.2,16.4,-31.7,0.0,-8.5
Cc1cccc(Sc2c([N+](=O)[O-])ncn2C)n1,-9.6,0.4,10.8,15.5,-0.8,5.4,10.3,-0.2,-4.0
COc1cc(C2=NOC(C(=O)NCc3ccc(F)cc3)C2)cc(OC)c1OC (stereo not drawn),-22.8,0.1,-26.5,.,0.8,16.3,9.8,0.8,4.0
CCC(C)(C)C1CCC(=NNC(=O)c2ccc(Br)o2)CC1 (stereo not drawn),-12.8,0.2,-14.0,20.1,-1.5,2.2,-2.5,0.8,-7.4
CCOC(=O)c1cc(-c2cccc([N+](=O)[O-])c2)on1,12.8,0.7,8.4,58.6,-1.2,-1.6,37.2,1.0,-0.2
O=C(Nc1ccon1)c1ccc(OC2CCCC2)cc1,0.2,-0.1,13.0,77.9*,0.5,1.3,-9.0,-0.8,-4.6
Cc1ccc(S(=O)(=O)NCC(=O)N(CC(=O)NCc2ccco2)Cc2ccco2)cc1,3.1,0.1,29.4,6.0,1.6,-2.0,7.0,-0.5,1.9
CCCn1c(SCC(=O)Nc2ccccc2Oc2ccccc2)n[nH]c1=O,-1.3,1.0,-2.9,25.0,-0.7,10.2,24.8,1.4,-12.4
O=C(CCCc1nc(-c2ccccc2)no1)Nc1cccnc1,4.5,1.8,-10.5,4.3,-2.7,-4.0,4.5,4.1,-16.5
COc1cc(OC)cc(C(=O)NN2CCCCC2)c1,4.2,-0.2,-0.1,-15.8,1.7,7.6,13.6,-0.6,4.1
Cc1ccc(C(=O)Nc2ncc3c(Cl)cccc3n2)cc1,-13.9,-0.6,-1.2,13.7,-3.8,8.7,-6.7,0.2,9.4
CC(=O)c1c(C)nc(-c2ccc(OCC(=O)Nc3cccc(C)c3C)cc2)n1O,-5.4,1.0,3.1,4.2,0.3,-1.7,-19.2,-0.2,-9.3
O=C(Cc1ccccc1)Nc1cccc(-c2nc3ncccc3o2)c1,-14.8,2.6,-12.5,37.4,-1.4,0.7,21.9,3.8,-20.4
NC(=O)c1cc2cc(Cl)ccc2o/c1=N/NC(=O)c1cccs1,-13.8,0.3,-3.2,-19.2,-0.1,.,-42.6,-1.6,-5.6
CCOC(=O)c1c(/N=C/c2cc(C)ccc2O)sc2c1CCC2,-9.4,-0.1,-19.2,25.0,-0.3,-2.6,35.6,-0.2,-10.8
CCOC(=O)Cn1c2c(c(=N)c3c1CCC3)CCCC2,4.5,0.8,-2.4,12.4,1.8,-1.2,6.9,1.5,-23.8
Cc1onc(-c2c(F)cccc2Cl)c1C(N)=S,-7.6,0.5,9.2,-6.1,0.4,2.6,-15.3,-0.1,-23.4
Cc1nn(-c2ccc(C(=O)OC(C)C)cc2)c(C)c1[N+](=O)[O-],-4.0,0.2,-20.6,-16.7,-1.9,8.2,-25.7,-0.8,-2.1
CCOc1ccc(/C=C2/SC(=S)N(C(C(=O)O)c3ccccc3)C2=O)cc1OCC (stereo not drawn),-8.5,0.6,-15.7,-0.1,-0.1,5.0,43.6,1.0,-10.8
CCn1c(SCC(=O)NNC(=O)c2ccc(OC)cc2)nnc1-c1ccco1,1.8,0.2,-4.3,-8.7,1.5,-4.7,-19.4&22.5,0.8,-6.6
Cn1c(NC(=O)Cc2cccc3ccccc23)cc(=O)n(C)c1=O,12.9,0.2,8.7,-10.5,-1.4,7.8,-38.6,-0.5,-22.6
O=C(NC1=NCCCCC1)c1cccc2ccccc12,-7.8,0.2,-8.2,-14.5,2.0,4.6,-17.1,0.0,-24.8
Cc1ccccc1C(=O)N1CCN(c2ccc(NC(=S)NC(=O)c3cccs3)cc2)CC1,15.4,1.6,35.8*,68.6,0.4,-6.5,-48.1,1.2,-8.2
COCCn1nnnc1C(c1cccc(C#N)c1)N1CCCCCC1 (stereo not drawn),-3.4,1.1,-24.1,14.1,-0.8,-3.4,18.7,-0.4,-16.3
CC(C)(C)C1=CC(=O)C(N2CCOCC2)=CC1=O,-4.6,0.1,-0.6,1.4,1.7,3.1,12.7,1.3,-7.6
CC(/C=N/NC(=O)c1cccnc1)=C\c1ccccc1,0.1,0.6,7.2,-16.4,1.0,-4.7,-24.2,0.9,2.6
Cc1cc(Cl)ccc1OCC(=O)NCC(=O)N/N=C/c1ccco1,-1.9,0.7,16.6,22.6,0.2,1.5,-17.5,1.2,2.0
O=C(Nc1ccc(N2CCCC2)c(Cl)c1)c1cccs1,-11.0,-0.5,12.8,14.6,-0.3,7.2,-76.4,-1.3,-24.9
CCOc1ccccc1-n1cnc2cc(C(=O)NCc3ccco3)ccc21,6.7,0.3,0.8,19.9,-1.1,10.1,-11.2,0.4,-3.0
CN(Cc1cccnc1)C(=O)CC1C(=O)NCCN1Cc1ccc(-c2ccccc2)cc1 (stereo not drawn),10.6,2.2,1.5,11.7,0.9,0.6,3.2,0.8,-20.1
CCC/C=N/NC(=O)C1COc2ccccc2O1 (stereo not drawn),-6.0,0.3,-13.1,-3.2,-0.5,1.0,-12.0,1.6,-3.2
O=C1/C(=C\c2cccs2)Sc2ccc3ccccc3c21,4.6,0.2,-37.2,-7.4,-1.3,5.7,-29.8,0.5,-25.1
CCOc1ccc(NC(=S)NN2C(C)CCCC2C)cc1 (stereo not drawn),15.5,0.4,8.3,-1.3,0.6,-2.6,-37.5,-0.8,-5.9
Fc1cccc(-c2nnn3c2nc(Cl)c2ccccc23)c1,6.6,1.0,-6.7,102.7*,2.4,-0.8,3.9,0.6,6.1
Cc1nc2ccc(S(=O)(=O)NCC(=O)N3CCCCC3)cc2s1,7.2,1.3,14.1,28.9,-0.7,-1.0,17.0,-0.1,-4.8
COc1ccc(NC(=O)C(=O)N/N=C/c2cc(C)n(-c3cccc(Cl)c3Cl)c2C)c(OC)c1,-2.4,1.8,-3.3,22.5,-3.5,7.3,8.8,0.1,8.5
C=C(C)Cn1c(NCCOC)nc2c1c(=O)[nH]c(=O)n2C,-3.1,0.6,-3.9,5.7,-2.6,-2.0,20.9&-4.3,-1.2,1.7

# Compound activity as filed in PubChem.
